Compound activity as filed in PubChem BioAssay.
DDE Tn6 FP inh – DD(E)-Tn6 binding inhibition, primary FP screen. P02675. Fibrin DD(E) TRITC-Tn6 fluorescence polarization displacement. inhibition, % at 8.3 µM. 0.21% of 370,000 active. AID 720509;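 active = inhibition above a per-campaign cutoff: mean of compounds within control limits plus 3 SD, cut at about 15% in these data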;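 note: 0% = median of all compound wells on the plate and 100% = blocking peptide control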
Target sequence (P02675 whole entry, looked up): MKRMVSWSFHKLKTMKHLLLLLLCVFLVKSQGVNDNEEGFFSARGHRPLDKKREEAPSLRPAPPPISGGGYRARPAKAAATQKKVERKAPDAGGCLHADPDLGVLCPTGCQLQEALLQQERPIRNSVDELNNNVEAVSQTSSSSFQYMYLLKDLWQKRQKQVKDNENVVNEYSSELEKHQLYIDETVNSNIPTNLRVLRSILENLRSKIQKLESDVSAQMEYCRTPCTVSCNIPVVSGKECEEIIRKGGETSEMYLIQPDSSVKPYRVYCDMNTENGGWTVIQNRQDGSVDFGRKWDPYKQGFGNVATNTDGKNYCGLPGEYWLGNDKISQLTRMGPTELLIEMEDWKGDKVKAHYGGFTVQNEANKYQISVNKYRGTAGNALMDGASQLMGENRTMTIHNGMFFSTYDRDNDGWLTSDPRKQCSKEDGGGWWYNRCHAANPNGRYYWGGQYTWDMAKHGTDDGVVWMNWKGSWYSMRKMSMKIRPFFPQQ
DDE Tn7 FP inh – disrupts Tn7 cyclic peptide binding to fibrin D-Dimer-E complex. P02675. FP displacement of FITC-Tn7 peptide from fibrin DD(E); 0% = median of compound wells per plate. inhibition, % at 8.3 µM. 0.13% of 370,000 active. AID 720508;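 active = inhibition above the mean of compounds falling within the control limits plus 3 SD of them, cut at about 14% in these data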;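 note: 0% = plate median of compound wells and 100% = 10 µM Aha-Tn7 peptide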
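Measure: % inhibition scaled between sample-field median and high-control FP; Test system: human fibrin DD(E); Quantity: 2 µM final DD(E) protein; Doses: one dose, 8.3 µM nominal; Schedule: compound with protein 10 min, then 3 h after probe, room temperature; Detection: fluorescence polarization; Medium: Tris buffer with calcium and detergent, pH 7.8.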
ARFGAP1 inhibitor – inhibitors of rat ARFGAP1; Arfgap1-stimulated ARF1 GTP hydrolysis, GDP FP detection; inhibition, % at 16.5 µM; 0.26% of 360,000 active;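 active = inhibition above a per-plate limit, mean inhibition of low control wells plus 3 SD, cut at about 25% in these data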;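 note: 0% = DMSO wells with enzyme and 100% = wells lacking Arfgap1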
Target sequence (Q62848 1-136 limits assumed): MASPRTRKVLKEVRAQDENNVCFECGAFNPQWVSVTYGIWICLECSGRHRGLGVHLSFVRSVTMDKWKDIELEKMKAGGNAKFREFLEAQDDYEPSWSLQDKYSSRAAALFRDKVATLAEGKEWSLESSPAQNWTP
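Material: rat Arfgap1 GAP domain (His6, aa 1-136), purified enzyme. Also added: human ARF1(Δ1-17)-GTP substrate. Compound dosing: 16.5 µM single point, 1.26% DMSO. Timing: enzyme reaction 120 min at 25 °C after 20 min preincubation. Signal: GDP detection by fluorescence polarization. Read-out basis: percent inhibition of GAP-stimulated GDP formation, scaled between DMSO and no-Arfgap1 medians.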
ADAM17 inh – inhibitors of human ADAM17. P78536. recombinant ADAM17, EDANS/DABCYL FRET peptide cleavage. inhibition, % at 6.95 µM. 0.83% of 370,000 active. AID 720648;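 active = inhibition above the mean of compounds lying between control limits plus 3 SD, set per campaign, cut at about 8.5% in these data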;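 note: 0% = DMSO-only wells as the low control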
MBD2 inh – MBD2-methylated oligo binding inhibition | Q9UBB5 | TR-FRET, MBD2 binding to methylated oligonucleotide | inhibition, % at 4.4 µM | 0.31% of 370,000 active | AID 686964; in the data active = inhibition above about 13%
Target sequence (Q9UBB5 whole entry, looked up): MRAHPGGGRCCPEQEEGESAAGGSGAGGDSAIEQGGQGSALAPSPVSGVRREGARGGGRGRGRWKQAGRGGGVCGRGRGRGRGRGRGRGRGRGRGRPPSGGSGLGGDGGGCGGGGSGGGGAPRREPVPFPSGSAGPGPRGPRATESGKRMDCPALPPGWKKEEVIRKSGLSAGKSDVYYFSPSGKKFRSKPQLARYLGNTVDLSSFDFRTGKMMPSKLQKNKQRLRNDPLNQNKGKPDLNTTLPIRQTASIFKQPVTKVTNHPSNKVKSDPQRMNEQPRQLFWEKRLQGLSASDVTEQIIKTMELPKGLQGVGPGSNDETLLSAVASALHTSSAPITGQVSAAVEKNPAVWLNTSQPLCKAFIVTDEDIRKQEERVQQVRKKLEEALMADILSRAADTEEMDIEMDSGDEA
UHRF1 MBD2 ctr – human UHRF1 methylated DNA binding inhibitors. inhibition, % at 4.4 µM. Q96T88. UHRF1 binding to methylated oligo, TR-FRET. 0.75% of 370,000 active; in the data active = inhibition above about 21%;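 note: UHRF1 SRA domain binding a hemimethylated CpG hairpin DNA probe; 0% = median of test compound wells and 100% = reference inhibitor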
PLCb3 inh – inhibitors of human phospholipase C beta3 | Purified PLC-beta3, fluorogenic substrate, fluorescence | inhibition, % at 12.2 µM | 0.18% of 370,000 active | AID 720704; in the data active = inhibition above about 11%;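 note: 0% = median of compound wells on plate and 100% = full blocker control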
ASAP1 inh – ASAP1 ArfGAP inhibition | ASAP1-stimulated ARF1 GTP hydrolysis, GDP FP detection | inhibition, % at 16.5 µM | 0.19% of 360,000 active | AID 624377; in the data active = inhibition above about 25%;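 note: 0% = vehicle with enzyme and substrate and 100% = no enzyme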
KLK7 zymogen act – activators of human kallikrein-7 zymogen. P49862. purified proKLK7, EDANS-DABCYL substrate fluorescence; 100% is mature enzyme control, 0% vehicle. activation, % at 7 µM. 0.9% of 370,000 active. AID 652039;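 active = activation above the mean of all tested compounds plus 3 SD, computed per campaign excluding outliers beyond control limits, cut at about 13% in these data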
PLC-gamma1 inh – inhibitors of human phospholipase C gamma1; P19174; purified PLC-gamma1, fluorogenic substrate, fluorescence; inhibition, % at 12.2 µM; 0.84% of 370,000 active; AID 720700; in the data active = inhibition above about 9.5%
* hit, by the source's call; i = inactive; nt = no result given. Compounds were not picked by outcome; about 4.1% have a hit in one of these screens.

SMILES	DDE Tn6 FP inh	DDE Tn7 FP inh	ARFGAP1 inhibitor	ADAM17 inh	MBD2 inh	UHRF1 MBD2 ctr	PLCb3 inh	ASAP1 inh	KLK7 zymogen act	PLC-gamma1 inh
O=C(COC(=O)c1ccc(Br)o1)NCCNC(=O)COC(=O)c1ccc(Br)o1	3	-1	-4	-3	-3	1	-8	0	-0.7	0
COc1cc(OC)cc(-c2nnc(SCC(=O)N(Cc3ccccc3)C(C)(C)C)o2)c1	-4	-8	19	5	-5	0	1	8	0.1	2
O=C1COc2ccc(C(=O)CSc3nnc(Cc4cccs4)n3-c3ccccc3)cc2N1	-6	-2	8	0	-3	-1	0	-1	0.2	3
CC(C)NC(=O)COc1coc(CN2CCN(c3cccc(Cl)c3)CC2)cc1=O	5	-3	2	1	0	5	-4	1	-0.1	4
COc1ccc(Cc2nnc(NC(=O)CSc3ccccc3)s2)cc1OC	-1	2	-4	0	4	4	-2	4	-0.1	2
C=CCSc1nnc(CCc2ccccc2)n1N	-8	0	-7	-9	-2	-2	-6	-4	0.1	1
Cc1cccc(NC(=O)CCN2CCC(C(N)=O)CC2)c1	-1	-2	8	-2	-3	9	-3	-9	-0.4	2
CC(C)(CCO)Nc1ncnc2onc(-c3ccc(F)cc3)c12	6	-3	-5	-3	-1	-1	-4	-7	0.3	1
CCOc1ccc(S(=O)(=O)NCc2cccnc2)cc1	-3	2	-13	-1	-5	-2	-1	-15	0.0	3
O=C(Nc1ccc(C(=O)N2CCCCC2)cc1)c1cccs1	2	-3	-6	-1	-2	0	-6	-1	-1.0	2
CC[C@H](C)/C=C(C)/C=C/C1=CC2=CC(=O)[C@]3(C)OC(=O)[C@@H](C(C)=O)[C@@H]3C2=CO1	-7	-1	-4	-91	3	1	i	-4	19*	-445
CN(C)S(=O)(=O)c1ccc(C(=O)NCC2(N3CCOCC3)CCCCC2)cc1	-2	-2	5	-3	0	1	-6	-5	0.0	1
O=C(NNc1c2ccccc2nc2ccccc12)c1cccc(O)c1	-1	-3	14	-212	-5	-13	-96	-1	1.0	-91
CN(C(=O)COC(=O)/C=C/c1ccc2ccccc2n1)c1c(N)n(Cc2ccccc2)c(=O)[nH]c1=O	-5	1	-4	-6	2	-2	-7	-8	-0.3	2
COC(=O)c1cc(NC(=O)CC2C(=O)NCCN2C(=O)c2ccccc2)cc(C(=O)OC)c1 (configuration not stated)	-4	-2	1	-1	1	-2	0	-9	0.4	-1
CC(C)(C)NCC(O)COc1cccc2c1CCC(=O)N2 (configuration not stated)	1	-5	0	-3	-4	1	1	-2	0.7	0
COc1ccc(C2=NOC(C(=O)Nc3ccc4c(c3)OCO4)C2)cc1 (configuration not stated)	6	-1	15	4	-8	2	0	7	-0.4	4
COCCn1nnnc1C(c1ccccc1)N1CCN(Cc2ccc3c(c2)OCO3)CC1 (configuration not stated)	-4	-10	3	-1	4	0	1	-7	-0.1	4
CC(Nc1ccc2c(c1)OCCO2)C(=O)Nc1ccc2c(c1)OCO2 (configuration not stated)	-9	4	4	-9	7	4	-7	14	49*	3
COc1ccc(NC(=O)C2CCCN(c3ncnc4onc(-c5ccc(F)cc5)c34)C2)cc1 (configuration not stated)	0	-5	1	-6	-2	-2	-14	1	-0.4	0
COc1ccc(Br)cc1/C=C/C(=O)Nc1c(C)cccc1C	-3	-9	-4	9.8*	0	-1	0	4	0.9	8
N/C(=N\C(=O)OCc1ccccc1)N(Cc1ccccc1)C(C#CC1=CCCCC1)Cc1ccccc1 (configuration not stated)	6	-9	nt	4	-5	3	0	nt	0.3	-2
CC(=O)N1CCCc2cc(S(=O)(=O)N3CCC(C)CC3)ccc21	0	-1	6	-1	1	1	0	-7	0.7	0
COc1cccc(N2CCN(C(=O)c3ccc(OC)c(S(=O)(=O)NC4CC4)c3)CC2)c1	10	6	-16	-2	-8	-1	3	-4	0.9	1
COCCNC(=O)/C(C#N)=C/c1ccc(C)o1	6	0	11	-1	-1	2	3	6	1.2	3
Next results follow:
SMILES	DDE Tn6 FP inh	DDE Tn7 FP inh	ARFGAP1 inhibitor	ADAM17 inh	MBD2 inh	UHRF1 MBD2 ctr	PLCb3 inh	ASAP1 inh	KLK7 zymogen act	PLC-gamma1 inh
Cc1ccc2cc(CN(Cc3ccco3)C(=O)C3CCCCC3)c(=O)[nH]c2c1C	-10	-4	1	-5	2	2	0	-5	0.0	-1
Cc1cc(SC(C)C(=O)Nc2c(C)n(C)n(-c3ccccc3)c2=O)nc2ccccc12 (configuration not stated)	0	-1	-4	-1	2	2	1	7	-0.3	4
CC(=O)Nc1ccc(S(=O)(=O)Nc2nc3ccccc3nc2Cl)cc1	4	4	1	-10	0	-1	-18	11	0.8	-10
CCOc1ccc(NC(=S)NCCCN2CCN(C3CCCCC3)CC2)cc1	-1	1	-4	-1	-5	-7	4	6	0.3	3
CN(C)CCN1CC(O)=C(c2nc3ccccc3s2)C1=N	-3	-3	-5	-8	-3	3	-22	4	-1.0	-12
O=C(NCCc1ccc(Cl)cc1)c1cc(-c2ccncc2)nc2ccccc12	1	10	7	-3	-5	0	-10	4	3.8	1
Cc1nn(C)cc1/C=N/NC(=S)Nc1ccccc1	-4	2	-6	-1	1	-4	0	-10	0.4	0
Cn1c(C(=O)N2CCN(C(=O)c3ccco3)CC2)cc2c(=O)n(C)c3ccccc3c21	1	-8	-4	-1	-4	4	1	7	0.3	-1
COc1ccc(N2C(=O)CSC23C(=O)Nc2ccccc23)cc1 (configuration not stated)	-4	2	11	0	1	0	3	8	-0.2	5
CSc1nc(N)nc2c1ncn2CC(=O)NCc1ccc2[nH]ccc2c1	7	2	-7	-4	3	0	-1	5	0.2	-3
COc1cccc(CNC(=O)CN2c3cccc4cccc(c34)S2(=O)=O)c1	5	1	-2	-74	1	1	-332	17	0.5	-317
CCOC(=O)CN1C(=O)C2(OCCCO2)c2cc(Br)ccc21	-9	0	2	-1	3	0	-2	2	-0.8	1
CC1(OC(=O)C2CCCC2)C(=O)C=C2C=C(c3ccsc3)N(CCCCO)C=C2C1=O (configuration not stated)	9	9	-5	-3	-10	4	-28	-1	1.9	-23
CC(C1=C(CCN(C)C)Cc2ccccc21)c1ccccn1 (configuration not stated)	-3	1	-5	-9	9	18	-24	13	11	-20
C/C(=N\Nc1ncc(Cl)cc1Cl)c1ccc(C#N)cc1	0	-6	6	-2	-2	-1	-7	3	0.4	-1
CCOc1ccc(Nc2ncnc3c2cnn3-c2ccccc2)cc1	-1	-3	15	2	-4	0	4	9	0.0	2
COc1cccc(CN2CCN(c3ncccn3)CC2)c1	9	0	-5	6	-4	7	6	-3	-0.6	7
COc1ccc(C2CCCN2C(=O)Nc2ccc(F)cc2)cc1OC (configuration not stated)	-5	-2	-8	-2	2	1	2	7	0.7	0
CCN(CC(=O)Nc1c(F)cccc1F)C(=O)C1CCN(S(=O)(=O)c2ccc(F)cc2)CC1	11	-7	5	-1	0	-1	4	4	0.5	-2
Cc1ccc(C(=O)Nc2nc(-c3cccnc3)cs2)o1	-3	0	4	-2	-2	-2	-9	-7	-0.6	5
CN(CC1CCOCC1)C(=O)CC1C(=O)NCCN1Cc1ccccc1F (configuration not stated)	0	-7	-7	-6	1	-4	-28	-2	0.4	-12
Cc1cc(C)cc(OCC(=O)Nc2cccc(-c3nnc(-c4ccco4)o3)c2)c1	-4	3	2	-6	-1	1	1	-4	0.2	-1
COCCNC(=O)C1CCCN(C(=O)C2(c3ccc(Cl)cc3)CCCC2)CC1 (configuration not stated)	-4	3	2	-5	4	-2	1	-11	-0.2	6
COc1ccccc1CNc1nc(NCc2ccc(NC(C)=O)cc2)c2sccc2n1	8	1	15	-2	2	-1	2	-6	0.6	1
COCC(C)NC(=O)c1cc2c(ccc3ccccc32)oc1=O (configuration not stated)	-3	-1	-9	i	-8	-6	i	-11	2.1	i

Four structures already listed, sorted by molecular weight, ascending.
SMILES	DDE Tn6 FP inh	DDE Tn7 FP inh	ARFGAP1 inhibitor	ADAM17 inh	MBD2 inh	UHRF1 MBD2 ctr	PLCb3 inh	ASAP1 inh	KLK7 zymogen act	PLC-gamma1 inh
CCOc1ccc(S(=O)(=O)NCc2cccnc2)cc1	-3	2	-13	-1	-5	-2	-1	-15	0.0	3
CC(Nc1ccc2c(c1)OCCO2)C(=O)Nc1ccc2c(c1)OCO2 (configuration not stated)	-9	4	4	-9	7	4	-7	14	49*	3
COc1ccc(Br)cc1/C=C/C(=O)Nc1c(C)cccc1C	-3	-9	-4	9.8*	0	-1	0	4	0.9	8
CN(C(=O)COC(=O)/C=C/c1ccc2ccccc2n1)c1c(N)n(Cc2ccccc2)c(=O)[nH]c1=O	-5	1	-4	-6	2	-2	-7	-8	-0.3	2

Later entries.
SMILES	DDE Tn6 FP inh	DDE Tn7 FP inh	ARFGAP1 inhibitor	ADAM17 inh	MBD2 inh	UHRF1 MBD2 ctr	PLCb3 inh	ASAP1 inh	KLK7 zymogen act	PLC-gamma1 inh
Nn1cnc2cc3ccccc3cc2c1=O	-6	3	-2	-11	-8	-8	-24	-5	2.3	-22
Nc1c(C(=O)NCCN2CCOCC2)c2nc3ccccc3nc2n1-c1ccc2c(c1)OCO2	-5	-9	-1	-10	-11	12	-119	10	0.2	-72
Cc1ccc(S(=O)(=O)N2CCC(C(=O)OCC(=O)N3CCCC3=O)CC2)cc1C	-3	1	4	1	-1	1	4	14	0.5	6
COc1ccccc1-c1nc(-c2ccccn2)no1	-5	0	0	-5	3	-3	1	-6	-0.7	-3
COc1ccc(Cc2nnc(SCC(=O)NC(C)c3ccccc3)o2)cc1 (configuration not stated)	2	3	-2	-1	3	3	-1	-8	0.8	-1
O=C(O)Cc1ccc(C(=O)c2cccs2)s1	1	-7	-3	3	-6	-2	-7	-1	-0.7	-3
Cc1cc2cc3n(c2nn1)N=C(Cl)CC3	5	10	0	-179	-7	-10	-238	-6	24*	-193
O=C(Nc1ccc2c(c1)OCCO2)c1cccc(C(=O)Nc2ccc3c(c2)OCCO3)c1	-4	9	-1	-3	-1	2	2	1	1.6	1
CC1CCC(C(C)C)C(OCC(O)C[N+]2(C)CCCCC2)C1 (configuration not stated)	0	-10	12	3	-2	3	0	4	0.3	11*
CC(=O)Nc1ccc(/C(C)=N/Nc2nc(Nc3ccccc3)nc(N3CCOCC3)n2)cc1	-7	4	1	-2	1	-4	-1	-1	-0.4	0
COC(=O)[C@]12C[C@H](CC(=O)NCC34CC5CC(CC(C5)C3)C4)C(=O)N(Cc3ccc(Cl)cc3Cl)C1=C[C@H](C(C)(C)C)O[C@@H]2C	1	0	nt	-1	-2	-1	5	nt	-0.5	-1
Cc1nc(NC(=O)C2CC2)sc1C(=O)N1CCCCC1	2	8	-2	-1	1	1	-1	0	0.1	-2
CC(=O)Nc1cccc(NC(=O)CSc2nnc3ccccn23)c1	5	0	-11	1	-3	0	0	3	-0.3	0
O=C(CCS(=O)(=O)c1cc2c(cc1Cl)NC(=O)CO2)NCCc1ccccc1	-1	1	-16	-2	31*	-1	-4	0	0.3	-1
O=C(Nc1nc(-c2ccccn2)cs1)Nc1ccc(F)cc1F	6	2	2	-3	5	-3	-11	-7	0.7	-2
